# Screens from PubChem.
# LYPLA2 inh = blocks human lysophospholipase 2, a PME1 counter-screen. hit rate 0.38% among 320,000. inhibition, % at 5.9 µM. recombinant LYPLA2, FP-Rh probe fluorescence polarization. O95372;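 active means inhibition above the screen-wide mean plus 3 SD, limit set per campaign, cut at about 26% in these data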;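 further: 0% = LYPLA2 with DMSO and 100% = wells lacking LYPLA2 enzyme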
# Target sequence (O95372 whole entry, looked up): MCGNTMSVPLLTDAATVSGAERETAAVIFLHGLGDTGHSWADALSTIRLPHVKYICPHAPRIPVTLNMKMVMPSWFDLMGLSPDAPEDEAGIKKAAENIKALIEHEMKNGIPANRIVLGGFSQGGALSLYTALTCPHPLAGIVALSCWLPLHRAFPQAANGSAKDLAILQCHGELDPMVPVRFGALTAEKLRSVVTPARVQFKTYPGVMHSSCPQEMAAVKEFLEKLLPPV
# EBNA-1 inhibitor = blocks EBNA-1 binding to DNA; EBNA-1 DNA binding, fluorescence polarization; inhibition, % at 14.8 µM; hit rate 0.34% among 300,000; AID 1950; in the data active means inhibition above about 28%
# PAFAH1B3 FP inh = inhibitors of human PAFAH1B3; Q15102; recombinant PAFAH1B3, FP-rhodamine probe, fluorescence polarization; inhibition, % at 3.39 µM; hit rate 0.28% among 340,000;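 active means inhibition above the screen-wide average of all tested compounds plus 3 SD, cut at about 25% in these data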;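 further: 0% = enzyme with DMSO only and 100% = wells lacking PAFAH1B3 protein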
# Target sequence (Q15102 whole entry, looked up): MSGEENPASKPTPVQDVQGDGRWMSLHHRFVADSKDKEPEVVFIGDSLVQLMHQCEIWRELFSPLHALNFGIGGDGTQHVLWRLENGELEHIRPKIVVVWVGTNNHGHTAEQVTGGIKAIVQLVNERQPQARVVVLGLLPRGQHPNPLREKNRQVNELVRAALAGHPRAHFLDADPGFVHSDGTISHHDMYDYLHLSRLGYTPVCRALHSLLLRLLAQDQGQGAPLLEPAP
# ZTA DNA inh = ZTA (EBV) inhibition in EBNA-1 counter-screen; P03206; ZTA-DNA binding, fluorescence polarization; inhibition, % at 11 µM; hit rate 0.15% among 320,000; AID 2234; in the data active means inhibition above about 33%
# PAFAH2 FP inh = PAFAH2 (human) inhibition | Q99487 | recombinant PAFAH2, FP-rhodamine activity probe, fluorescence polarization | inhibition, % at 3.39 µM | hit rate 0.99% among 340,000;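 active means inhibition above the mean over all tested compounds plus 3 SD, cut at about 30% in these data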;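 further: inhibitors block probe labeling of enzyme so polarization drops; 0% = enzyme with DMSO and 100% = wells lacking PAFAH2 protein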
# LYPLA1 counter = LYPLA1 (human) inhibition in PME1 counter-screen. inhibition, % at 5.9 µM. O75608. hit rate 0.16% among 320,000. recombinant LYPLA1, FP-Rh probe fluorescence polarization. AID 2174;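 active means inhibition above the mean of all tested compounds plus 3 SD, set per campaign, cut at about 14% in these data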;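 further: inhibitors block serine hydrolase probe labeling of LYPLA1 so polarization falls; 0% = enzyme with DMSO and 100% = wells lacking LYPLA1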
# Target sequence (O75608 whole entry, looked up): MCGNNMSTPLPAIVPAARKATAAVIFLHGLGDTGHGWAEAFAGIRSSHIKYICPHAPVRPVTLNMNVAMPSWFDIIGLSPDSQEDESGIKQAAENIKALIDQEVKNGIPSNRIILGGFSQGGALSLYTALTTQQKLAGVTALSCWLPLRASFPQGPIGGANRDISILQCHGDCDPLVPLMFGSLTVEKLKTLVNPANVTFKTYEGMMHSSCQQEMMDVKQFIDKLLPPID
# PAD4 FP inh = inhibitors of human PAD4. Q9UM07. recombinant PAD4, RCA probe fluorescence polarization. inhibition, % at 6.36 µM. hit rate 0.41% among 330,000. AID 485272;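 active means percent inhibition above a cutoff equal to the mean of all tested compounds plus 3 SD, cut at about 15% in these data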;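 further: 0% = PAD4 with RCA probe and DMSO and 100% = probe without PAD4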
# PREPL inh = inhibitors of human prolyl oligopeptidase-like enzyme PREPL. inhibition, % at 5.96 µM. recombinant PREPL, fluorescence polarization activity-based probe. hit rate 0.68% among 320,000. Q4J6C6; in the data active means inhibition above about 43%;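 further: 0% = enzyme with DMSO and 100% = wells lacking enzyme; many of its hits are not listed in these tables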
# GSTO1 counter = GSTO1 inhibition, counter-screen for RBBP9 inhibitors | P78417 | hit rate 1.1% among 300,000 | recombinant GSTO1, activity-based probe fluorescence polarization | inhibition, % at 5.96 µM;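 active means inhibition above the campaign mean inhibition plus 3 SD, cut at about 35% in these data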;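 further: 0% = GSTO1-1 with DMSO and 100% = wells lacking GSTO1-1 enzyme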
# Target sequence (P78417 whole entry, looked up): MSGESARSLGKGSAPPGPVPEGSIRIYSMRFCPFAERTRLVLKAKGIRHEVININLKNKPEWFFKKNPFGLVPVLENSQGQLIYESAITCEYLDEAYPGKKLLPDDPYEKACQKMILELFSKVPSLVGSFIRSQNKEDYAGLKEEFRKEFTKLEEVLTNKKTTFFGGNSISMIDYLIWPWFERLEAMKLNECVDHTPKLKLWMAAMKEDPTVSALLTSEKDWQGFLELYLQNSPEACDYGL
# An asterisk follows results filed as active; x = no result given; & = joins results of further samples. Not all compounds are listed; the hit share may differ from the screen's.
SMILES,LYPLA2 inh,EBNA-1 inhibitor,PAFAH1B3 FP inh,ZTA DNA inh,PAFAH2 FP inh,LYPLA1 counter,PAD4 FP inh,PREPL inh,GSTO1 counter
Cc1ccc(-c2nn(CC(N)=O)c(=O)c3ccccc23)cc1S(=O)(=O)N(C)C,5,6,0,-10,-8,-2,6,14,1
O=C(COc1ccccc1[N+](=O)[O-])NCC1COc2ccccc2O1 (stereo not drawn),x,x,12,x,-7,x,4,-10,x
COCCCNCCOc1ccc(C)cc1[N+](=O)[O-],2,-1,2,1,1,-2,-4,-4,1
COC(=O)[C@@]1(Cc2ccc(OC)cc2)[C@H]2c3cc(C(=O)N(C)C)n(Cc4c(CO)[nH]cc(C)c4=O)c3C[C@H]2CN1C(=O)c1ccccc1,-8,2,-6,5,-2,3,-2,8,8
Cc1cc(=O)oc(C)c1C(=O)N1CCCc2ccccc21,8,0,4,8,1,2,3,4,2
COc1ccccc1C(=O)NCCn1ccc2ccccc21,0,-7,4,2,8,0,-11,12,-3
CC(=O)Nc1cccc(NC(=O)CSc2nnc(Cc3cccn3C)n2-c2ccc(C)cc2)c1,6,12,5,-11,-11,2,-4,-4,0
CCN(CC)S(=O)(=O)c1cccc(-c2nnc(SCCOc3ccccc3)o2)c1,1,-20,2,-14,-3,41*,3,5,-4
COc1ccc(/C=C2\Oc3cc(OCC(=O)N4CCC(C(=O)O)CC4)ccc3C2=O)c(OC)c1,-5,6,0,-10,3,1,-3,-3,-6
COc1ccc(N(Cc2cc(=O)[nH]c3ccccc23)C(C)=O)cc1,-2,3,9,-1,-1,2,3,-10,-9
COc1cc(NC(=O)c2ccco2)c(OC)cc1NC(=O)CCC(=O)Nc1cc(C)ccc1C,10,9,3,-3,2,1,-4,6,6
O=C(O)C1CCN(C(=O)CSc2nc3ccccc3s2)CC1,3,1,9,-2,3,1,1,1,-5
COc1ccccc1NCC(=O)N/N=C/c1sccc1C,8,-2,4,5,15,0,5,21,17
CCN1CCN(C(=O)C2=C(C(=O)O)CCCC2)CC1,11,9,9,8,-5,2,4,1,6
COC(=O)c1ccc(NC(=O)CCS(=O)(=O)c2ccc(C)cc2)cc1,0,0,12,3,-2,-1,2,9,-2
COc1cccc(/C=N/NC(=O)C(=O)Nc2ccccc2OC(F)(F)C(F)F)c1O,-9,-16,27*,0,35*,-8,1,10,-2
O=Cc1ccc(Oc2cnccn2)cc1,-4,3,5,-4,-1,-3,-2,2,1
Cn1cc(/C=C2\SC(=O)N(c3ccccc3)C2=O)c2ccccc21,-2,-3,1,15,1,4,-5,1,3
Cc1ccc(-c2nc3cccnc3s2)cc1NS(=O)(=O)c1cccs1,0,17,-6,6,6,2,-3,-21,3
CN(C)c1nc(-c2ccccc2)c2cc(Cl)ccc2n1,-4,6,-2,-1,2,-1,-6,14,1
Cc1ccnc(SCC(=O)c2cccs2)n1,-1,-9,3,-8,-1,3,-5,3,14
Cc1cccc(NC(=O)C2CCN(S(=O)(=O)c3cccc4nsnc34)CC2)n1,-4,-3,9,1,0,3,-1,-2,-3
CCOCC(=O)Nc1nc2c(s1)C(=O)CC(C)(C)C2,3,10,3,-3,-6,1,-1,12,2
CCOc1[nH]n(-c2ccc(Cl)cc2)c(=O)c1C=NCC(=O)OC,-5,2,5,6,2,0,-3,12,7
O=C(O)C(=O)/C(=C\c1ccsc1)c1ccc2ccccc2n1,-3,-9,6,-1,2,-2,-2,-2,-3
Cc1ccc(OCCCN2CCOCC2)cc1,7,2,7,-18,-2,2,5,-2,-6
CN1CCN(c2ccc(S(=O)(=O)N3CCOCC3)cc2NC(=O)CSCc2ccccc2)CC1,x,x,0,x,-1,x,1,14,x
O=C(Nc1ccc(Br)cc1F)C1CCCO1 (stereo not drawn),5,14,9,-15,7,1,3,8,9
COc1cc(C(=O)OC(C)CN2CCOCC2)cc(OC)c1OC (stereo not drawn),0&3,-8&-7,11&8,-19&-8,2&-1,0&2,-4&-5,4&2,5&2
Cc1cc(NC(=O)CCC(=O)N(Cc2ccco2)C(C(=O)NC2CCCC2)c2ccccc2)no1 (stereo not drawn),-3,-8,5,-2,-5,-2,2,-2,0
O=C1CC2(CCN(S(=O)(=O)c3ccccc3F)CC2)Oc2ccccc21,3,2,4,5,2,1,-2,-4,-1
COc1ccc(C(=O)NC2CCSc3ccccc32)cc1F (stereo not drawn),4,4,5,1,3,2,0,-1,-4
CS(=O)(=O)c1ccc(Cl)c(NC(=O)CN2CCCC2c2ccc3c(c2)OCCCO3)c1 (stereo not drawn),0,x,-6,6,6,-3,-3,7,x
CCn1c(=O)c(C(=O)NCc2ccc(OC)c(OC)c2)c(O)c2ccccc21,-8,30*,3,-1,-1,-6,4,-7,3
N#C/C(C(=O)N1CCOCC1)=C1/SC(Cc2ccccc2)C(=O)N1c1ccccc1 (stereo not drawn),7,4,8,-11,4,4,-1,5,3
CCCc1cc(C(=O)Nc2cccc(Cl)c2)no1,6,-8,-12,-9,-9,-4,-5,-6,-1
C/C(=N\NC(=O)CNC(=O)c1ccc(Br)cc1)c1ccco1,0,-4,2,9,3,-2,1,-6,0
c1ccc(CC2CCN(Cc3ccccn3)CC2)cc1,5,8,5,6,2,-2,-3,10,0
O=C(CNC(=O)c1cccc(OC(F)F)c1)OCc1cc(=O)n2cc(Br)ccc2n1,1,-3,7,-13,7,1,5,5,14
Cc1ccc(N=C2NC(=O)CS2)cc1,7,15,3,15,9,-1,1,-3,5
COc1ccc(C(=O)NOCc2ccccc2)cc1,-1,-4,0,-26,-7,-4,-4,13,6
CCOC(=O)c1ccccc1NS(=O)(=O)c1ccc(S(=O)(=O)N2CCCC2)cc1,-1,8,4,-10,5,-1,2,16,7
C#CCNC(=O)C1=C[C@@H](C(C)(C)C)C[C@@H](OCc2ccc(CO)cc2)O1,-6,-8,8,0,-5,-3,1,4,-4
O=C(Nc1cccc(-c2nnc(-c3ccccc3)o2)c1)C1CCCCC1,0,75*,-2,11,-4,2,0,-11,2
O=C(NCCNCc1cccs1)c1ccccc1F,4,1,11,1,2,3,-2,0,-2
COC(=O)c1c(NC(=O)C(=O)N2CCCC2)sc2c1CC(C)(C)OC2,-2,0,12,-15,1,4,1,3,-8
Cc1nc(CNC(=O)CC2C(=O)NCCN2Cc2cccc(Oc3ccccc3)c2)cs1 (stereo not drawn),-1,-9,10,-28,1,3,-5,11,0
Cc1cccc(N2CCN(c3nc(C)cc(C)c3C#N)CC2C)c1 (stereo not drawn),-5,-3,9,-4,-1,-4,-10,-3,2

# Shown with tabs: 15 of the compounds above
Structure	LYPLA2 inh	EBNA-1 inhibitor	PAFAH1B3 FP inh	ZTA DNA inh	PAFAH2 FP inh	LYPLA1 counter	PAD4 FP inh	PREPL inh	GSTO1 counter
O=C1CC2(CCN(S(=O)(=O)c3ccccc3F)CC2)Oc2ccccc21	3	2	4	5	2	1	-2	-4	-1
COc1ccc(C(=O)NC2CCSc3ccccc32)cc1F (stereo not drawn)	4	4	5	1	3	2	0	-1	-4
CS(=O)(=O)c1ccc(Cl)c(NC(=O)CN2CCCC2c2ccc3c(c2)OCCCO3)c1 (stereo not drawn)	0	x	-6	6	6	-3	-3	7	x
CCn1c(=O)c(C(=O)NCc2ccc(OC)c(OC)c2)c(O)c2ccccc21	-8	30*	3	-1	-1	-6	4	-7	3
N#C/C(C(=O)N1CCOCC1)=C1/SC(Cc2ccccc2)C(=O)N1c1ccccc1 (stereo not drawn)	7	4	8	-11	4	4	-1	5	3
CCCc1cc(C(=O)Nc2cccc(Cl)c2)no1	6	-8	-12	-9	-9	-4	-5	-6	-1
C/C(=N\NC(=O)CNC(=O)c1ccc(Br)cc1)c1ccco1	0	-4	2	9	3	-2	1	-6	0
c1ccc(CC2CCN(Cc3ccccn3)CC2)cc1	5	8	5	6	2	-2	-3	10	0
O=C(CNC(=O)c1cccc(OC(F)F)c1)OCc1cc(=O)n2cc(Br)ccc2n1	1	-3	7	-13	7	1	5	5	14
Cc1ccc(N=C2NC(=O)CS2)cc1	7	15	3	15	9	-1	1	-3	5
COc1ccc(C(=O)NOCc2ccccc2)cc1	-1	-4	0	-26	-7	-4	-4	13	6
CCOC(=O)c1ccccc1NS(=O)(=O)c1ccc(S(=O)(=O)N2CCCC2)cc1	-1	8	4	-10	5	-1	2	16	7
C#CCNC(=O)C1=C[C@@H](C(C)(C)C)C[C@@H](OCc2ccc(CO)cc2)O1	-6	-8	8	0	-5	-3	1	4	-4
O=C(Nc1cccc(-c2nnc(-c3ccccc3)o2)c1)C1CCCCC1	0	75*	-2	11	-4	2	0	-11	2
O=C(NCCNCc1cccs1)c1ccccc1F	4	1	11	1	2	3	-2	0	-2

# Whole records, looked up by structure.
# O=C(CNC(=O)c1cccc(OC(F)F)c1)OCc1cc(=O)n2cc(Br)ccc2n1 in the list: LYPLA2 inh: 1; EBNA-1 inhibitor: -3; PAFAH1B3 FP inh: 7; ZTA DNA inh: -13; PAFAH2 FP inh: 7; LYPLA1 counter: 1; PAD4 FP inh: 5; PREPL inh: 5; GSTO1 counter: 14
# Cc1cccc(N2CCN(c3nc(C)cc(C)c3C#N)CC2C)c1 (stereo not drawn) in the list: LYPLA2 inh: -5; EBNA-1 inhibitor: -3; PAFAH1B3 FP inh: 9; ZTA DNA inh: -4; PAFAH2 FP inh: -1; LYPLA1 counter: -4; PAD4 FP inh: -10; PREPL inh: -3; GSTO1 counter: 2

# New compounds follow
SMILES,LYPLA2 inh,EBNA-1 inhibitor,PAFAH1B3 FP inh,ZTA DNA inh,PAFAH2 FP inh,LYPLA1 counter,PAD4 FP inh,PREPL inh,GSTO1 counter
Cc1cc(Nc2ccccc2)nn1C(=O)c1ccc([N+](=O)[O-])cc1,4,10,9,4,7,1,1,17,1
CN(C)S(=O)(=O)c1cc(NC(=O)CN2CCN(c3ccccc3)CC2)ccc1Cl,6,-5,8,6,10,0,-4,15,-2
Cc1ccccc1OCC(=O)NNC(=O)C1CC(=O)N(c2ccc3c(c2)OCCO3)C1 (stereo not drawn),3,x,2,0,-5,1,4,6,x
CCOc1ccccc1NC(=S)N1CCC(NC(=O)c2ccco2)CC1,3,-13,10,-18,0,2,-4,7,1
C=CCN1C(=O)S/C(=C\c2ccc(N3CCOCC3)cc2C)C1=O,2,-11,11,3,5,-2,3,10,0
Cc1cc(Nc2ccc3c(c2)OCCO3)n2nc(C)nc2n1,3,3,0,0,1,1,-3,1,4
COc1cc2[nH]c(C(=O)N3CCN(c4ccc(F)cc4)CC3)cc2c(OC)c1OC,6,4,3,18,6,1,5,8,-4
O=C(Nc1ccccc1N1CCOCC1)c1ccc(Cl)c(S(=O)(=O)N2CCCC2)c1,2,x,-2,6,1,-1,-6,8,x
CC(C)Oc1ccc(C2CC(=O)N(c3cccc(Br)c3)C2=O)cc1 (stereo not drawn),1,12,x,25,x,-3,-1,-6,7
O=C(CSc1ccccc1)Nc1cccnc1,3,8,5,20,-3,-5,-1,-6,1
Cc1ccc(C(=O)NCC(=O)NC23CC4CC(CC(C4)C2)C3)cc1,-1,-9,7,-6,8,2,-1,-8,0
CC(C)(C)N(Cc1ccccc1)C(=O)COC(=O)CNC(=O)c1ccco1,2,7,2,-7,0,1,-3,-1,7
c1ccc(CSc2ccc(-c3ccc4c(c3)OCO4)nn2)cc1,-5,-4,-4,-5,11,-3,-1,-2,1
CC(Oc1ccccc1F)C(=O)NNC(=O)CCNC(=O)c1ccccc1Cl (stereo not drawn),1,-3,3,-8,-1,-2,6,-4,4
